# Assay outcomes: PubChem BioAssay, National Center for Advancing Translational Sciences (NCATS)
# FEN1 inhibitor: inhibitors of human flap endonuclease 1; P39748; Recombinant FEN1 flap cleavage, fluorescence, 15 min; Potency, µM (highest dose often 114 µM), for the others: at the top dose activity change, negative = inhibition, actives largely listed as inhibitors; 390,000 tested, 0.35% active; also: nearly all actives have a fitted effect of over 65% in size
# Target sequence (P39748 whole entry, looked up): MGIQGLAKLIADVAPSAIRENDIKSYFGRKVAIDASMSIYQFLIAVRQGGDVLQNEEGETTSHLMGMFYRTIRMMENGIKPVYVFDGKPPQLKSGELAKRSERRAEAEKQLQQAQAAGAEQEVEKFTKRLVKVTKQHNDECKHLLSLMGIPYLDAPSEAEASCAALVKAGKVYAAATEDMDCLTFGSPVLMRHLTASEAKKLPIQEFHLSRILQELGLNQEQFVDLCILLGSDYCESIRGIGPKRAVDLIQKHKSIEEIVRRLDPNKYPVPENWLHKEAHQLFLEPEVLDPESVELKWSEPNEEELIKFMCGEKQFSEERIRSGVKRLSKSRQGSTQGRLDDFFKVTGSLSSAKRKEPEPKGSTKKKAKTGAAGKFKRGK
#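 Steps: FEN1 (10 nM) dispensed; compound added by pin tool; 15 min at room temperature; substrate added to 50 nM final; reads at 0 min and 15 min; data normalized and fitted (four-parameter Hill).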
# N370S GC mod: inhibitors or activators of N370S glucocerebrosidase for Gaucher disease; P04062; N370S GC spleen homogenate, 4MU-glucoside fluorescence; Potency, µM (highest dose often 59.4 µM), inactives show at the top dose activity change, negative = inhibition, most hits filed as inhibitors; 330,000 tested, 0.092% active; AID 2101;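 also: 0% = full enzyme activity and -100% = no enzyme basal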
# GCN5L2 inh: GCN5L2 (KAT2A) acetyltransferase inhibition; 390,000 tested, 0.21% active; Q92830; Potency, µM (highest dose often 58.9 µM), for inactives: at the highest dose activity change, negative = inhibition, most hits filed as inhibitors; GCN5L2 HAT assay, ThioGlo1 CoA-SH fluorescence
#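 Free CoA generated was detected with ThioGlo1 (50uM) fluorescence at Ex340nm/Em540nm, read immediately and after 20 min at room temperature. Enzyme, 20 nM in HEPES pH 7.5 buffer, saw compounds 15 min before adding 75uM H3(1-25) peptide and 70uM acetyl-CoA.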
# * marks the source's active call; other numbers are inactive results; ? = inconclusive; . = not tested or not shown; [ ] = remark or other dose. Calls follow the shape of the dose curve; as a rule, active = well fitted curve in the direction sought with a large enough effect; inconclusive = small, poorly fitted or top-dose-only effect, or another doubt; inactive = no such curve, though single readings can be large; an effect the other way counts as inactive or inconclusive. Unless noted, % is scaled to controls: 0 for no effect and ±100 for the full control effect; potency is read from the fitted curve at half-maximal effect.
SMILES,FEN1 inhibitor,N370S GC mod,GCN5L2 inh
O=C(Nc1ccc(N2CCN(C(=O)c3ccco3)CC2)cc1)c1ccc([N+](=O)[O-])cc1Cl,11%,5%,-1%
COc1ccc(N(CC(=O)NN=C2CCCCCCC2)S(=O)(=O)c2ccccc2)cc1,-9%,2%,-8%
COc1cc(OC)c(OC)cc1/C=N/NC(=S)NCC1CCCO1 (stereo not drawn),-6%,-5%,-5%
O=C(O)c1ccc(S(=O)(=O)N(Cc2ccc(F)cc2)C2CCCCC2)cc1,10%,22%,-11%
NS(=O)(=O)c1ccc(NC(=O)COC(=O)c2cc3ccccc3cc2O)cc1,-16%,5%,1%
COc1cccc(OC)c1C(=O)N1CCOCC1,-3%,8%,2%
CC(C)Sc1nc2c(c(=O)[nH]c(=O)n2C)n1CCc1ccccc1,-3%,5%,-3%
COc1ccccc1-c1ocnc1C(=O)Nc1ccc(N2CCOCC2)cc1N1CCOCC1,-4%,-8%,-11%
COc1ccccc1N(Cc1ccccc1)S(=O)(=O)c1cccc(C(=O)Nc2ccccn2)c1,-22%,3%,-11%
CCOCCCNC(=O)C1CCC(CNS(=O)(=O)c2ccc(OC)cc2)CC1 (stereo not drawn),5%,-4%,-3%
CCOC(=O)C1(CC2CCCCO2)CCN(Cc2nc(-c3cccs3)oc2C)CC1 (stereo not drawn),2%,4%,0%
O=C(NCc1cccs1)c1ccc(CSc2nc3cccnc3n2Cc2ccccc2)cc1,-8%,.,-3%
Cc1ccc(Oc2c(C=O)c3ccccc3n2C)cc1,10%,7%,-7%
COc1ccccc1C(=O)Oc1cc(C)[nH]c(=O)c1[N+](=O)[O-],10%,-9%,-5%
Cc1cccc(OCC(O)Cn2c(N3CCCCC3)nc3c2c(=O)n(C)c(=O)n3C)c1 (stereo not drawn),0%,-8%,-3%
O=[N+]([O-])c1ccccc1S(=O)(=O)N1CCN(c2ccc(F)cc2)CC1,3%,-12%,-6%
O=C(NCc1ccccc1)/C(=C\c1ccc(O)cc1)NC(=O)c1ccco1,2%,-20%,0%
CCCCCNC(=O)CCn1c(=O)[nH]c2ccccc2c1=O,-3%,.,-6%
CC(=O)c1cccc(NC(=O)[C@H]2O[C@@H]3OC(C)(C)O[C@@H]3[C@H]3OC(C)(C)O[C@H]32)c1,7%,.,0%
Cc1ccc(C(=O)N2CCN(C)CC2)cc1S(=O)(=O)N1CCCCCC1,4%,-10%,-7%
COC(C[C@H](O)[C@@H](C)[C@H](O)COCc1ccccc1)OC,18%,6%,20%
Cc1cccc(SC2CCN(Cc3nc(CC4CC4)no3)CC2)c1,-8%,3%,-13%
Clc1ccc(CN2CCSCC2)cc1Cl,-8%,-16%,-23%
CC(=O)c1cn(CCOc2cc(C)ccc2C)c2ccccc12,3%,2%,2%
COc1cccc(-c2nc(CS(=O)(=O)CC(=O)NCC(C)c3ccccc3)c(C)o2)c1 (stereo not drawn),-10%,-16%,-3%
SMILES,FEN1 inhibitor,N370S GC mod,GCN5L2 inh
COCCC(=O)Nc1ccc2c(c1)CN(C(=O)CCOC)CC2,-4%,-5%,0%
C[C@@H]1CCC[C@H](C)N1Cc1nc(Cc2ccccc2Cl)no1,-3%,-9%,0%
Cc1nc(S/C(=C/c2ccc(OCc3ccc(C(=O)O)cc3)cc2)C(=O)O)n[nH]1,?,-13%,-29%
CCOc1ccc(CCNC(=O)CN2C(=O)C(CC)Oc3ccccc32)cc1OCC (stereo not drawn),-6%,.,-6%
COc1ccccc1C(=O)NCCC(=O)OCC(=O)Nc1ccc(S(N)(=O)=O)cc1,4%,.,-1%
CC(NC(=O)COc1cccnc1[N+](=O)[O-])c1ccc(F)cc1 (stereo not drawn),5%,1%,-4%
CCCOc1ccc(C(=O)NNC(=O)c2cccc(S(=O)(=O)N3CCN(C(C)=O)CC3)c2)cc1OC,6%,-6%,-9%
COc1ccc(N2CCN(C(c3cc4cc(C)ccc4[nH]c3=O)c3nnnn3Cc3ccccc3)CC2)cc1 (stereo not drawn),5%,0%,-4%[0.501 µM]
COc1ccc(S(=O)(=O)N2CCCCC2)cc1NC(=O)CCNC(=O)c1ccc(Cl)cc1,-2%,.,-1%
COc1ccc2sc(N(CCCN(C)C)C(=O)c3ccc(S(=O)(=O)N4CCCc5ccccc54)cc3)nc2c1,-3%,?,-7%
COc1cc2nc(CN(CCC(C)C)Cc3nc4cc(OC)c(OC)cc4c(=O)[nH]3)[nH]c(=O)c2cc1OC,2%,1%,?
CSc1nccc(NC(=O)c2cccc(Br)c2)n1,-20%,?,11%
CN(Cc1ccccc1)c1oc(COc2ccccc2F)nc1C#N,8%,12%,-9%
O=C(CN(CC1CCCO1)C(=O)CCC(=O)Nc1ccccn1)NCc1ccccc1 (stereo not drawn),32%,6%,-2%
Cc1ccc(C(=O)Nc2ccon2)cc1S(=O)(=O)N1CCOCC1,17%,3%,13%
COc1ccc(Cl)cc1NC(=O)CCCn1c(C)c2cnn(-c3ccccc3)c(=O)c2c1C,8%,.,-10%
Cc1nnc(NC(=O)C2CC(=O)N(Cc3ccccc3)C2)s1 (stereo not drawn),-6%,-5%,3%
Nc1ccc(S(=O)(=O)c2ccc(N)cc2)cc1,-4%,-9%,-4%
COc1ccc(C(=O)NCCn2cc(SCc3ccc(C(F)(F)F)cc3)c3ccccc32)cc1OC,-12%,.,-21%
CCn1cnc2c1c(=O)n(Cc1ccc(C(=O)OC)cc1)c(=O)n2Cc1ccccc1,2%,-1%,-18%
Cc1ccccc1CNC(=O)c1ccc2nc(SCc3ccc(F)cc3)n(C)c2c1,13%,.,-8%
COc1cc2nc(C3CCC3)n(NC(=O)C3CCC3)c(=O)c2cc1OC,5%,2%,21%
O=C(c1ccc2c(c1)OCCO2)C1CCN(S(=O)(=O)c2ccccc2F)CC1,-2%,8%,-5%
C=CCc1cccc2cc(C(=O)Nc3ccccc3C(=O)O)c(=O)oc12,-6%,-2%,?
Cc1ccccc1OCCn1c(C)nc2ccccc21,1%,-4%,-12%

# Full records, quoted from the list. Order of screens: FEN1 inhibitor	N370S GC mod	GCN5L2 inh
# C[C@@H]1CCC[C@H](C)N1Cc1nc(Cc2ccccc2Cl)no1 in the list: -3%	-9%	0%
# COc1ccc(S(=O)(=O)N2CCCCC2)cc1NC(=O)CCNC(=O)c1ccc(Cl)cc1 in the list: -2%	.	-1%
# COc1ccccc1C(=O)NCCC(=O)OCC(=O)Nc1ccc(S(N)(=O)=O)cc1 in the list: 4%	.	-1%
# COc1ccc(Cl)cc1NC(=O)CCCn1c(C)c2cnn(-c3ccccc3)c(=O)c2c1C in the list: 8%	.	-10%

# (list continues)
SMILES,FEN1 inhibitor,N370S GC mod,GCN5L2 inh
Cc1cc(C)cc(OCc2ccc(C(=O)O)o2)c1,-9%,10%,1%
O=c1oc(-c2ccc(O)c(O)c2)cc2cccc(O)c12,?,.,-6%
CCN(CC)CC(=O)Nc1c(C)cc(C(C)(C)C)cc1C,-7%,-4%,-2%
CCOc1cc(C(=O)Nc2ccccc2N2CCOCC2)ccc1OCC(=O)N1CCOCC1,3%,.,-6%
CCOC(=O)c1c(C)[nH]c(C(=O)OCC(=O)c2ccc(OC)cc2OC)c1C,9%,-1%,-12%
COc1ccc(NC(=O)CSc2ccc3nnc(-c4cccnc4)n3n2)cc1OC,-14%,5%,-3%
CC(=O)Nc1ccc(NC(=O)CSc2nnnn2-c2ccc(F)cc2)cc1,-1%,-9%,-2%
Cc1ccc(-c2cc(C(=O)NCCCn3ccnc3)c3cc(Br)ccc3n2)o1,-8%,-24%,-6%
COC(=O)CS(=O)(=O)c1nnc([C@H](Cc2ccccc2)NC(=O)OC(C)(C)C)o1,?,3%,-7%
N#Cc1nc(Cc2cccc3ccccc23)oc1NCCN1CCCCC1,0%,-19%,-16%
COc1ccc(N2CCN(C3CC(=O)N(Cc4ccccc4)C3=O)CC2)cc1 (stereo not drawn),-7%,-26%,-3%
C[C@H](NC(=O)[C@@H](N)Cc1ccc(O)cc1)C(=O)NCC(=O)N[C@H]1CSSC[C@@H](C(=O)O)NC(=O)[C@H](CO)NC(=O)[C@H]([C@@H](C)O)NC(=O)[C@H](Cc2ccccc2)NC(=O)[C@H]([C@@H](C)O)NC(=O)[C@H](CCCCN)NC(=O)[C@@H](Cc2c[nH]c3ccccc23)NC(=O)[C@H](Cc2ccccc2)NC(=O)[C@H](Cc2ccccc2)NC(=O)[C@H](CC(N)=O)NC(=O)[C@H](CCCCN)NC1=O,.,-6%,-11%
CCCCN(C)Cc1c(C)[nH]c2ccc(OCC)cc2c1=O,16%,-1%,-8%
CC(C(=O)N1CCc2ccccc21)n1cccc1 (stereo not drawn),7%,-3%,-2%
CC(C)Cc1nnc(NC(=O)CCC(=O)N2CCN(c3ccccc3F)CC2)s1,-3%,2%,2%
C/C(=N\NC(=S)NC(C)C)c1cccc([N+](=O)[O-])c1,3%,-8%,-3%
Cc1ccc2cc3c(N)nn(C(=O)c4cccc(F)c4)c3nc2c1,-4%,.,-1%
COc1ccc2[nH]cc(CCNc3ccnc(-c4ccccc4C)n3)c2c1,.,14µM*,-29%
Cc1cc(-c2nnc3sc(C4CCCCC4)nn23)n[nH]1,-13%,6%,3%
O=C(CN1C(=O)NC(c2ccccc2)(c2ccccc2)C1=O)NCC(=O)Nc1ccc(F)cc1,-1%,.,0%
COc1ccc(OCC(O)Cn2cnc(-c3ccc(Br)cc3)c2)cc1 (stereo not drawn),-18%,-23%,-3%
COC(=O)c1ccc(OCC(O)CN2CCN(C(=O)c3ccco3)CC2)c(OC)c1 (stereo not drawn),-1%,0%,-1%
CCOC(=O)c1oc2ccccc2c1CSc1nnnn1-c1ccc(C)cc1,-22%,10%,-8%
CCCCn1cnc2c([nH]c3cc(OC)ccc32)c1=O,8%,-3%,-10%
COc1ccc2c(c1)O[C@@]1(CCCC[C@@H]1C)CC2=O,-9%,4%,-5%

# Results in N370S GC mod, for two of the compounds above:
Structure,N370S GC mod
Cc1ccc(-c2cc(C(=O)NCCCn3ccnc3)c3cc(Br)ccc3n2)o1,-24%
COC(=O)CS(=O)(=O)c1nnc([C@H](Cc2ccccc2)NC(=O)OC(C)(C)C)o1,3%

# Another view of 2 compounds above.
mol	FEN1 inhibitor	N370S GC mod	GCN5L2 inh
CC(C(=O)N1CCc2ccccc21)n1cccc1 (stereo not drawn)	7%	-3%	-2%
COc1ccc(N2CCN(C3CC(=O)N(Cc4ccccc4)C3=O)CC2)cc1 (stereo not drawn)	-7%	-26%	-3%

# The list goes on.
SMILES,FEN1 inhibitor,N370S GC mod,GCN5L2 inh
CCCn1c(SCc2ccccn2)nc2c1c(=O)n(C)c(=O)n2C,-2%,10%,-5%
Cc1cccc(C)c1NC(=O)Cn1c(=O)n(CCCS(=O)(=O)C2CCCCC2)c(=O)c2ccccc21,-3%,.,-8%
CCn1nc(C)c(CNC(=O)c2cc(COc3ccc(C)nc3)on2)c1C,-2%,-5%,?
CCOC(=O)c1c(-c2ccc(F)cc2)csc1NC(=O)CCN1CCOCC1,9%,-21%,-7%
Cc1ccc(COc2ccsc2C(=O)NN)cc1,-3%,-1%,-8%
CCN1C(=O)c2ccccc2S(=O)c2ccc(C(=O)N3CCN(c4cc(Cl)ccc4C)CC3)cc21 (stereo not drawn),-2%,.,-10%
COc1ccc(-n2ccnc2SCC(=O)NCc2ccc(F)cc2)c(OC)c1,-3%,2%,-6%
CN1CCc2nc(NC(=O)c3cccc(OC(F)F)c3)sc2C1,-4%,-13%,-3%[0.501 µM]
CCN(CC(=O)Nc1ccc(NC(C)=O)cc1)C(=O)CC1OC(=O)c2ccccc21 (stereo not drawn),0%,1%,1%
Cc1cc(C)c2c(CN3CCC(C)CC3)cc(=O)oc2c1,-12%,-1%,-6%
CNc1cc(N2CCCCCC2)ccc1[N+](=O)[O-],-14%,-3%[12.8 µM],-8%
CCn1cc(-c2nnnn2-c2ccc(Cl)cc2)c(=O)c2ccccc21,-7%,4%,-3%
COc1cccc(-c2cc3nc4c(c(NCC(C)(C)CN(C)C)n3n2)CCCC4)c1,?,8%,3%
CCn1cc(CNC(=O)CC2C(=O)NCCN2CC(c2ccccc2)c2ccccc2)cn1 (stereo not drawn),-9%,-1%,-2%
CCC(=O)Nc1cccc(NC(=O)c2ccc3c(c2)OCO3)c1,3%,4%,3%
CN1C(=O)CC(N2CCN(C(=O)CN3CCCC3)CC2)C1=O (stereo not drawn),-10%,6%,2%
C=Cc1ccc(Cn2ccn(-c3ccc(F)c(F)c3)c(=O)c2=O)cc1,4%,.,-7%
C=CCOc1ccc(C(=O)Nc2ccccc2C(=O)NCc2cccnc2)cc1,-3%,-5%,-4%
Clc1ccc(Sc2ccc(/C=N/n3cnnc3)o2)cc1,-3%,-18%,-17%
CCCCC(=O)Nc1ccc(C(=O)Nc2nc(CC(=O)OCC)cs2)cc1,5%,18%,-3%
Cn1c(C(=O)OCC(=O)NCc2cccs2)cc2sccc21,1%,2%,-2%
CCNC(=O)c1ccc2c(c1)C1C3CCC(C3)C1C(c1ccccc1)N2 (stereo not drawn),3%,19%,-4%
